# EP2 modulator – modulates human prostaglandin E2 receptor EP2 signaling; EP2-expressing cells, cAMP HTRF FRET, PGE2 co-stimulation; induction, % at 25 µM; 260,000 compounds, 0.83% hits; AID 940;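 active = compounds whose cAMP rise, as percent of the full-agonist control response, exceeds 60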;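 note: rat C6 glioma line stably carrying human EP2 under a CMV promoter; the protocol text gives 20 µM as final concentration; 100% = response of wells given 1 µM PGE2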
# PGE2 EP2 inh – inhibitors of human EP2 prostaglandin E2 receptor. P43116. C6 glioma cells expressing human EP2, cAMP TR-FRET; cells stimulated with saturating PGE2. inhibition, % at 25 µM. 260,000 compounds, 0.52% hits;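 active = percent inhibition above 40 after rounding to a whole number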;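 note: rat C6 glioma host cells with rolipram phosphodiesterase inhibitor present; the protocol text gives 20 µM as final concentration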
# NPY-Y1 antag – NPY-Y1 (human) receptor antagonism. 200,000 compounds, 1% hits. HEK293-CNG Y1 cells, membrane potential fluorescence; NPY at EC95, then isoproterenol. AID 1040. P25929. inhibition, % at 3.6 µM;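 active = inhibition above the campaign mean inhibition of all tested compounds plus 3 SD, cut at about 20% in these data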;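 note: 0% = DMSO wells given NPY plus isoproterenol and 100% = isoproterenol alone without NPY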
#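 Assay system: HEK293 Y1/CNG channel cell line; Doses: single compound dose of 3.6 µM, 0.4% DMSO; Timing: dye 3 h, compound 60 min room temperature, stimulation 45 min; Technique: Membrane-potential fluorescent dye readout; Measure: % inhibition of NPY effect.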
# NPY-Y1 PAM-ag – human NPY-Y1 potentiation or agonism, primary screen. P25929. NPY-Y1 expressing cells, potentiator/agonist activation. activation, % at 3.6 µM. 220,000 compounds, 0.37% hits. AID 1304; in the data active = activation above about 33%, passing the limit was not always enough;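 note: cells stimulated with NPY at EC10 then isoproterenol at EC100; 0% = low agonist plus stimulus and 100% = saturating agonist plus stimulus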
# S1P4 agonist – activates the human S1P4 receptor; 220,000 compounds, 0.35% hits; activation, % at 4.98 µM; S1P4-expressing cell line, agonist reporter assay; in the data active = activation above about 11%;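 note: 0% = DMSO vehicle and 100% = reference agonist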
# Target sequence (O95977 whole entry, looked up): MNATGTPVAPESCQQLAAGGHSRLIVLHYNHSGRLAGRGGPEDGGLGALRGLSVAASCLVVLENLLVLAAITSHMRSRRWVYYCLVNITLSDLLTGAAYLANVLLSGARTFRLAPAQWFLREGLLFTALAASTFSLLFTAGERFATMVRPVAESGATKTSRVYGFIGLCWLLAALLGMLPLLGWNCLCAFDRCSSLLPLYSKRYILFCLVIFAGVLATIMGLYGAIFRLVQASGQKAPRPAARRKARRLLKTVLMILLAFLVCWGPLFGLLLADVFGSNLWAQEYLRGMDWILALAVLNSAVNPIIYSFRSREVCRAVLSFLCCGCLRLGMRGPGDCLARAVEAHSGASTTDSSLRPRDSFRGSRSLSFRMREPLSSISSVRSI
# S1P4 antag – blocks the human S1P4 receptor; 220,000 compounds, 0.26% hits; AID 1510; O95977; S1P4-expressing cells, antagonist mode, reporter read-out; inhibition, % at 4.98 µM; in the data active = inhibition above about 29%;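 note: 0% = wells stimulated with agonist and 100% = vehicle wells without agonist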
# NPY-Y2 PAM-ag – potentiates or activates human NPY-Y2 receptor. P49146. cells expressing NPY-Y2, potentiator/agonist read-out. activation, % at 3.6 µM. 220,000 compounds, 0.45% hits. AID 1359; in the data active = activation above about 27%;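 note: cells stimulated with NPY near EC25 plus isoproterenol at EC100; 0% = vehicle plus submaximal agonist and 100% = vehicle plus saturating agonist; some results beyond the cut were filed as inactive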
# Target sequence (P49146 whole entry, looked up): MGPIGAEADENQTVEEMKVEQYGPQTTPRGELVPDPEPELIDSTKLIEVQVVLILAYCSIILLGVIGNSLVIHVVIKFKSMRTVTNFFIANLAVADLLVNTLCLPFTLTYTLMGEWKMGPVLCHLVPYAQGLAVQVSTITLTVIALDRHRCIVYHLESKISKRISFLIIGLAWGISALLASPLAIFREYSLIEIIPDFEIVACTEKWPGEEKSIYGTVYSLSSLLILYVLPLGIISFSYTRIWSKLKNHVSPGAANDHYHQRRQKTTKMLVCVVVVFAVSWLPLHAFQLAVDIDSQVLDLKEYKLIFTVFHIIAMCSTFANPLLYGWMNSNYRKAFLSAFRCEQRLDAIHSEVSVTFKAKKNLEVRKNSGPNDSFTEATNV
# eIF4E-4G inh – inhibitors of eIF4E and eIF4G interaction in translation initiation; AID 782; P63073+Q04637; 220,000 compounds, 0.37% hits; inhibition, % at 21.7 µM; TR-FRET eIF4E-eIF4GI(517-606) binding, 2 h;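 active = inhibition above about 30%, limit read from the data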;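 note: 0% = full FRET control wells and 100% = background wells lacking eIF4GI fragment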
# p97 inhibitor – inhibitors of human p97 ATPase; 220,000 compounds, 0.42% hits; recombinant p97 ATPase, Kinase-Glo ATP luminescence, 3 h; inhibition, % at 8 µM; in the data active = inhibition above about 15%;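 note: 0% = DMSO vehicle and 100% = wells lacking enzyme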
# * hit, by the source's call; . = no result given; & = joins results of further samples; [ ] = remark or other dose. Some of the compounds tested; the hit share may differ from the screen's.
1: CCC(=O)N1N=C(c2cccc(NS(C)(=O)=O)c2)CC1c1cccs1 (stereo unspecified)
2: O=C(COC(=O)c1ccc(S(=O)(=O)N2CCOCC2)cc1)Nc1nc(-c2ccccc2)cs1
3: CCOc1ccc(NC(=O)c2cccc(OC(=S)N3CCOCC3)c2)cc1
4: CCc1nc(C)ccc1OCC(=O)O
5: C/C(O)=C(/C=Nc1ccccc1)C(=O)Nc1ccccc1
6: CCC1(C)SC(N)=NN1C(C)=O (stereo unspecified)
7: Cc1nnc2ccc(-c3cccc(NS(C)(=O)=O)c3)nn12
8: COc1ccc(/C=C(\C#N)C(=O)NCCc2ccccc2)cc1OCc1ccccc1
9: COc1cc2c(cc1OC)CN(C(=O)CSc1nnc(C)s1)CC2
10: CC(Sc1nc2ccccc2[nH]1)C(=O)Nc1ccccc1F (stereo unspecified)
compound no.,1,2,3,4,5,6,7,8,9,10
EP2 modulator,1,-33,-6,9,12,19,10,-39,10,11
PGE2 EP2 inh,7,21,5,3,6,11,7,3,10,10
NPY-Y1 antag,4,3,7,2,4,-4,4,0,-1,-2
NPY-Y1 PAM-ag,-6,2,7,-7,-22,-1,9,-3,0,13
S1P4 agonist,0.0,-3.0,1.4,-2.5,0.1,-0.9,1.0,0.9,-1.2,0.8
S1P4 antag,-3,-5,-9,-12,5,0,-23,-3,-20,-6
NPY-Y2 PAM-ag,2,-5,-11,1,-17,-9,-4,-5,-2,-1
eIF4E-4G inh,12[fluorescence artefact?],-20,0,-7[fluorescence artefact?],-2,0,3,-33[fluorescence artefact?],-2,-1
p97 inhibitor,3,1,3,1,-3,1,4,-6,5,6

11: COc1ccc(Cl)cc1NC(=O)CN1CCC(n2nnc3cc(C)ccc32)CC1
12: CCC(CC)NC(=O)c1oc2ccccc2c1COc1ccccc1
13: O=C(c1cccc(S(=O)(=O)N2CCCCC2)c1)N1CCOCC1
14: Cc1cc(C(=O)CN2C(=O)NC3(CCCCC3)C2=O)c(C)n1-c1ccc2c(c1)OCO2
15: O=C(O)CCC(=O)Nc1ccccc1N1CCOCC1
16: COc1cnc(-c2ccccc2)nc1OC
17: COc1ccc([N+](=O)[O-])cc1NCc1ccccc1C
18: OCCNc1nc(Nc2ccc(O)cc2)nc2ccccc12
19: O=C(CSc1ncn[nH]1)NCc1ccc2c(c1)OCO2
20: CCN(c1ccc(NC(=O)COC(=O)c2ccc(C)c(S(=O)(=O)N3CCOCC3)c2)cc1)C(C)C
compound no.,11,12,13,14,15,16,17,18,19,20
EP2 modulator,-22,45,23,-7,0&2,14,36,-3,11,3
PGE2 EP2 inh,12,3,-8,3,13&5,5,3,4,7,5
NPY-Y1 antag,-4,32*,-7,2,-5,3,0,.,-3,-3
NPY-Y1 PAM-ag,11,-7,2,-10,1,23,20,9,-11,4
S1P4 agonist,0.9,0.3,2.6,1.4,-1.4,2.8,0.2,0.9,1.1,1.2
S1P4 antag,3,-2,-8,4,-3,-19,3,-9,-18,-7
NPY-Y2 PAM-ag,-26,1,-10,-12,2,4,14,-8,-8,-5
eIF4E-4G inh,-2,1,7,-2[fluorescence artefact?],0[fluorescence artefact?],-3,8,-16,-7,5
p97 inhibitor,-12,-1,-1,2,0,2,7,6,-5,-2

21: CNC(=S)N(Cc1ccc2c(c1)OCO2)C1CC(=O)N(c2ccccc2)C1=O (stereo unspecified)
22: NC(=O)c1ccc(F)cc1
23: O=C(CN(C(=O)c1ccc2c(c1)OCCO2)c1ccccc1)NCC1CCCO1 (stereo unspecified)
24: CCN(CC)S(=O)(=O)c1cccc(C(=O)Nc2ccc(Cl)cn2)c1
25: Nc1c(S(=O)(=O)c2cccs2)c2nc3ccccc3nc2n1Cc1ccc2c(c1)OCO2
26: O=C(NCc1ccccc1Cl)c1ccc2nnsc2c1
27: COc1ccccc1NC(=O)COC(=O)/C=C/c1ccc2c(c1)OCO2
28: O=C(Cn1cnc2ccccc2c1=O)Nc1ccc(S(=O)(=O)N2CCCC2)cc1
29: Cc1ccc(NC(=O)C2(S(=O)(=O)c3ccc(C)cc3)CC2)cc1
30: COc1ccc(-c2sc(NC(=O)c3ccc(C)cc3)nc2-c2ccc([N+](=O)[O-])cc2)cc1
compound no.,21,22,23,24,25,26,27,28,29,30
EP2 modulator,7,0,29,-24,-16,-27,-61,-15,-14,34
PGE2 EP2 inh,10,21,11,7,3,8,3,4,3,4
NPY-Y1 antag,0,8,5,1,-6,.,27*,-3,4,-3
NPY-Y1 PAM-ag,16,8,-8,3,18,0,-29,-8,-1,-14
S1P4 agonist,1.1,-1.3,1.3,0.0,-0.7,1.1,-2.6,1.1,1.0,1.2
S1P4 antag,6,5,-5,-1,-19,-7,-3,8,5,-5
NPY-Y2 PAM-ag,10,7,7,3,16,6,-49,4,-3,-9
eIF4E-4G inh,13,2[fluorescence artefact?],1,-1,-6,0,5,-3,.,-2
p97 inhibitor,-4,13,-6,3,6,6,1,-7,0,5

31: C(=N\n1cnnc1)/c1cccc(Oc2ccccc2)c1
32: C=CCn1cc(-c2cccc(Cl)c2)cc(C#N)c1=O
33: CCCCc1c(C)nc2ccccc2c1SCCC(=O)O
34: COc1nc(NCc2cccnc2)nc(NC2CCCCC2)n1
35: COC(=O)c1cnn2c3c(c(C)nc12)CCCC3
36: CC(C)(OC1OC(CO)C(O)C(O)C1O)[C@H]1Oc2ccc3ccc(=O)oc3c2[C@H]1O (stereo partly specified)
37: CCOC(=O)Cn1c(Br)nc2c1c(=O)[nH]c(=O)n2C
38: O=C(Oc1cccc2cccnc12)c1cccc(N2C(=O)C3C4CCC(C4)C3C2=O)c1 (stereo unspecified)
39: CCOc1cc(CN2CCN(c3cccc(C(F)(F)F)c3)CC2)ccc1OC
40: Cc1ccc(N(C(=O)C2CCCC2)C2C=CS(=O)(=O)C2)cc1 (stereo unspecified)
compound no.,31,32,33,34,35,36,37,38,39,40
EP2 modulator,16,7,48,-7,13,28,14,-3,35,31
PGE2 EP2 inh,2,18,7,10,5,14,6,5,14,7
NPY-Y1 antag,-3,7,-1,1,3,1,6,8,12,-4
NPY-Y1 PAM-ag,14,-22,-5,-7,-13,4,-4,1,-42,25
S1P4 agonist,-0.5,-1.8,0.2,1.0,-0.9,0.9,-0.1,-1.1,-2.3,1.9
S1P4 antag,-2,10,1,-1,-3,4,-4,2,1,-6
NPY-Y2 PAM-ag,12,-14,18,3,3,-8,-1,6,-4,3
eIF4E-4G inh,3,-2,6,1,15,9[fluorescence artefact?],-4,-4,-3,2
p97 inhibitor,6,-3,3,-5,10,3,4,-5,-2,2

41: Cc1nnc(SCC(=O)Nc2ccc3c(c2)OCO3)[nH]c1=O
42: COc1cccc(C2CCCN2Cc2nc(CC3CC3)no2)c1 (stereo unspecified)
43: O=C(Nc1ccc(Br)c(Cl)c1)C1CC1
44: OCCC1CN(Cc2ccc(-n3cccn3)cc2)CCN1Cc1ccccc1 (stereo unspecified)
45: Cc1ccccc1Cn1nnc(C(=O)Nc2cccc(C)c2C)c1N
46: CCC(=O)Nc1cc2c(cc1C(=O)c1ccccc1)OCCO2
47: Cc1ccc(C(C(=O)NC(C)(C)C)N(CCCN2CCOCC2)C(=O)c2ccc(-c3ccccc3)[nH]2)o1 (stereo unspecified)
48: O=C(O)/C=C/c1cn(-c2ccccc2)nc1-c1ccc2c(c1)OCCO2
49: CSc1ccccc1-n1nnnc1SCc1ccccc1
50: CC(C)NC(=O)CC1Nc2c3ccccc3nc(=S)n2C1=O (stereo unspecified)
compound no.,41,42,43,44,45,46,47,48,49,50
EP2 modulator,27,-3,-43,-21,-20,11&-13,-20,-4,-53,22
PGE2 EP2 inh,5,4,9,3,.,10&2,7,8,3,4
NPY-Y1 antag,5,-4,-3,-3,1,0,4,.,14,4
NPY-Y1 PAM-ag,-4,-6,-11,-7,9,1,-9,9,-31,10
S1P4 agonist,0.5,-0.1,1.1,0.0,2.0,-0.3,0.6,-1.5,1.9,0.2
S1P4 antag,-4,5,-2,2,-26,-5,7,-2,10,-24
NPY-Y2 PAM-ag,-10,-5,5,5,-1,4,-8,-10,4,12
eIF4E-4G inh,1,5,12,2,7,2,1,1,4[fluorescence artefact?],2
p97 inhibitor,3,0,5,3,-5,0,-5,7,3,4

51: O=C(Nc1nnc(CCc2ccccc2)s1)c1ccco1
52: O=C(CS(=O)(=O)c1ccccc1)Nc1cccnc1
53: CCCS(=O)(=O)c1c(S(=O)(=O)CCC)c2ccc(C(C)=O)cn2c1C(=O)OC
54: Clc1cccc(Cl)c1NC1=NCCC1
55: CN(C)NC(=O)c1ccc([N+](=O)[O-])s1
56: O=S(=O)(/N=C(/Nc1cccc2ccccc12)c1ccccc1)c1cccs1
57: Cc1ccc2cc(CCNC(=O)c3c(-c4ccccc4Cl)noc3C)c(=O)[nH]c2c1
58: CCc1cccc(OCC(=O)Nc2c[nH]c(=O)[nH]c2=O)c1
59: O=C(NC1CCCCC1)C(c1ccc(Cl)cc1)N(C(=O)c1cnccn1)c1ccc2c(c1)OCO2 (stereo unspecified)
compound no.,51,52,53,54,55,56,57,58,59
EP2 modulator,20,5,-6,-8,-9,43,8,-1&13,11
PGE2 EP2 inh,0,6,6,10,10,14,8,9&6,9
NPY-Y1 antag,1,1,8,-8,.,1,6,2,2
NPY-Y1 PAM-ag,-6,11,-6,-1,5,42,5,-11,-13
S1P4 agonist,1.5,0.8,0.2,0.3,-0.2,-1.1,0.1,1.0,1.3
S1P4 antag,-3,-3,-4,-10,2,-8,-1,-11,-35
NPY-Y2 PAM-ag,0,2,5,5,3,7,-16,-12,-10
eIF4E-4G inh,9,0,-2,8[fluorescence artefact?],2,13,4,0,-14
p97 inhibitor,8,3,-1,1,4,1,-5,-2,0

# Exported tab-delimited: entries from further up
No.	SMILES	EP2 modulator	PGE2 EP2 inh	NPY-Y1 antag	NPY-Y1 PAM-ag	S1P4 agonist	S1P4 antag	NPY-Y2 PAM-ag	eIF4E-4G inh	p97 inhibitor
48	O=C(O)/C=C/c1cn(-c2ccccc2)nc1-c1ccc2c(c1)OCCO2	-4	8	.	9	-1.5	-2	-10	1	7
49	CSc1ccccc1-n1nnnc1SCc1ccccc1	-53	3	14	-31	1.9	10	4	4[fluorescence artefact?]	3
50	CC(C)NC(=O)CC1Nc2c3ccccc3nc(=S)n2C1=O (stereo unspecified)	22	4	4	10	0.2	-24	12	2	4
51	O=C(Nc1nnc(CCc2ccccc2)s1)c1ccco1	20	0	1	-6	1.5	-3	0	9	8
52	O=C(CS(=O)(=O)c1ccccc1)Nc1cccnc1	5	6	1	11	0.8	-3	2	0	3
53	CCCS(=O)(=O)c1c(S(=O)(=O)CCC)c2ccc(C(C)=O)cn2c1C(=O)OC	-6	6	8	-6	0.2	-4	5	-2	-1
54	Clc1cccc(Cl)c1NC1=NCCC1	-8	10	-8	-1	0.3	-10	5	8[fluorescence artefact?]	1
55	CN(C)NC(=O)c1ccc([N+](=O)[O-])s1	-9	10	.	5	-0.2	2	3	2	4
56	O=S(=O)(/N=C(/Nc1cccc2ccccc12)c1ccccc1)c1cccs1	43	14	1	42	-1.1	-8	7	13	1
